Screening results: PubChem BioAssay, several laboratories
KOR beta-arrestin-1: kappa opioid receptor blockers – cell-based, luminescence, uHTS (AID 1778). KOR beta-arrestin recruitment, luminescence, antagonist mode; higher % means a stronger effect. one-dose inhibition, % at 10 µM; IC50 in µM for titrated hits. actives 0.091% (n = 290,000); further: strong numbers were not always called active
NOD1 NF-kB reporter: NOD1 signaling inhibitors, primary screen, cell-based, luminescence, uHTS (AID 1578); NOD1-driven NF-kB luciferase reporter cells, luminescence; higher % means a stronger effect; one-dose inhibition, % at 4 µM; EC50 in µM for titrated hits; actives 1% (n = 290,000); in the data active means inhibition mostly above about 36%, no sharp cut-off; inactive means mostly below about 34%;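 further: HEK-293T reporter cells stimulated with the NOD1 agonist gamma-tri-DAP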
HEK293 NOD2/NF-kB: NOD2 signaling inhibitors, cell-based, luminescence, uHTS, HEK293 (AID 1566); HEK293 NOD2/NF-kB luciferase reporter, luminescence; higher % means a stronger effect; inhibition, % at 4 µM; hits with a dose series show EC50 in µM; actives 0.63% (n = 290,000); further: many of its hits are not listed in these tables
AID2073: disruptors of CaV2.2 binding to Mint1 – biochemical, HTRF (AID 2073); HTRF protein-protein interaction, Mint1-CaV2.2; higher % means a stronger effect; inhibition, % at 20 µM, or IC50 in µM where a hit was titrated; actives 0.19% (n = 290,000); in the data active means inhibition mostly above about 51%, no sharp cut-off; inconclusive means no clear call, values can overlap the other calls; inactive means mostly below about 53%; further: some results filed as inactive read as strong as hits
M17LAP inhibition: P. falciparum M17LAP inhibitors, primary screen, biochemical, fluorogenic H-Leu-NHMec substrate, 1536-well (AID 1619); recombinant M17LAP, H-Leu-NHMec fluorogenic kinetic assay; higher % means a stronger effect; one-dose inhibition, % at 30 µM; IC50 in µM for titrated hits; actives 0.38% (n = 220,000);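 active means compound inhibiting the enzyme by more than half at any dose during confirmatory dose-response retesting; inconclusive means strong single-dose inhibitors picked by rank but not retested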;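 further: plate controls were full reaction with DMSO carrier for no effect and no enzyme background for full effect; strong numbers were not always called active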
P. falciparum M1AAP: P. falciparum M1AAP inhibitors, biochemical, fluorogenic H-Leu-NHMec substrate, 1536-well (AID 1445); actives 0.42% (n = 220,000); inhibition, % at 30 µM; hits with a dose series show IC50 in µM; recombinant M1AAP, H-Leu-NHMec fluorogenic kinetic assay; higher % means a stronger effect;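 active means primary inhibition above the hit cutoff, then over 50% inhibition at one or more dose response concentrations, cut at about 23% in these data, passing the limit was not always enough; inconclusive means conflicting primary data, or primary hits not chosen for dose response; inactive means low primary inhibition, or under 50% at every dose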;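 further: plate controls were DMSO full reaction for no effect and no enzyme background for full effect; strong numbers were not always called active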
GPR55 beta-arrestin: GPR55 agonists via beta-arrestin recruitment, primary screen, imaging, U2OS cells, beta-arrestin-GFP redistribution (AID 1961); U2OS GPR55 beta-arrestin-GFP redistribution imaging; higher % means a stronger effect; one-dose activation, % at 10 µM; EC50 in µM for titrated hits; actives 0.048% (n = 290,000);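 active means activation above 40% with more than 50 cells counted in the well; inconclusive means wells holding fewer than 50 cells, flagged as toxic or sparse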;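 further: U2OS osteosarcoma cells stably expressing GPR55 and beta-arrestin-GFP; plate controls were DMSO negative control for no effect and LPI positive control for full effect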
Dynein transport: dynein cargo transport inhibition | 3617.4 mouse cells, GR-EGFP nuclear translocation imaging; test concentration mostly 20 µM; stimulated with dexamethasone, 1 µM; stronger effect = lower value | z-score, hits read low | actives 0.47% (n = 220,000) | AID 1381;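 active means plate z-score of nuclear minus cytoplasmic receptor signal below a set negative limit, without overly bright fluorescence or cell loss, cut at about -3.5 in these data, passing the limit was not always enough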;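 further: z-score of nuclear minus cytoplasmic ring GR-EGFP intensity difference per well; some compounds called inactive have numbers as strong as hits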
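Buffer or medium: tetracycline-free induction medium containing charcoal-stripped FBS / Reagent: dexamethasone agonist, 1.0 µM final, for 30 min / Technique: automated 10x imaging of fixed Hoechst-stained cells / Times: induction 48 h, compound 1 h, agonist 30 min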
KOR beta-arrestin-2: kappa opioid receptor activators – cell-based, luminescence, uHTS, primary screen (AID 1777). KOR beta-arrestin recruitment, luminescence; higher % means a stronger effect. actives 0.02% (n = 280,000). activation, % at 10 µM, or EC50 in µM where a hit was titrated; in the data active means activation above about 50%, passing the limit was not always enough; further: a part of the inactive calls stands beside numbers as strong as those of hits
Dynein transport cytoplasmic EGFP: recorded beside Dynein transport, whose call it bears; z-score; measured here: cytoplasmic GR-EGFP intensity; stronger effect = higher value
Dynein transport nuclear GR-EGFP: recorded beside Dynein transport, whose call it bears; z-score; measured here: nuclear GR-EGFP intensity;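 lower value marks the stronger effect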
Dynein transport cell count: recorded beside Dynein transport, whose call it bears; z-score; measured here: cell count per field
Starred values were filed as active, the others as inactive; u = inconclusive; x = not tested or not shown; [ ] = dose if it differs, or a comment. Unless noted, no stated cut-off is given here; in the data, active means inhibition above about 50%; inactive means the rest.

SMILES	KOR beta-arrestin-1	NOD1 NF-kB reporter	HEK293 NOD2/NF-kB	AID2073	M17LAP inhibition	P. falciparum M1AAP	GPR55 beta-arrestin	Dynein transport	Dynein transport cytoplasmic EGFP	Dynein transport nuclear GR-EGFP	Dynein transport cell count	KOR beta-arrestin-2
Cc1cc(NC(=O)CCl)on1	-6%	-2%	-4%	-10%	-1%	8%	-0.2%	-0.95	-0.27	0.22	-0.27	-2.7%
Cc1ccc(Cl)cc1N1CCN(CCN)CC1	29%	-12%	5%	-6%	13%	-2%	-0.1%	-0.52	-0.25	0.26	0.075	-2.3%
N[C@@H](Cc1c[nH]c2ccccc12)c1nnc(SCc2c(F)cccc2Cl)o1	-8%	-22%	5%	0%	8%	7%	-0.1%	-0.3	-0.21	-0.12	0.77	-2.8%
CC1CN2c3ccc([N+](=O)[O-])cc3CC3(C(=O)N(C)C(=O)N(C)C3=O)C2C(C)O1 (stereo unspecified)	14%	-7%	9%	-3%	-2%	5%	-0.1%	0.31	-0.26	0.078	-0.15	5.1%
CC(=O)NCCc1c[nH]c2ccccc12	-6%[20 µM]	-6%	15%	-5%	x	x	-0.2%	x	x	x	x	1.5%
CCOP1(=S)Oc2cc3c(cc2C(C(=O)OC)(C(F)(F)F)O1)OCO3 (stereo unspecified)	28%	-24%	8%	-14%	11%	1%	0.0%	-0.69	0.12	0.15	-0.15	2.6%
CNCCc1c[nH]c2ccccc12	-11%	-31%	6%	-3%	0%	3%	-0.2%	-0.29	-0.32	0.13	0.36	-1.9%
CCOC(=O)c1c(/N=C/c2c(O)n(-c3ccccc3F)c(=S)[nH]c2=O)sc2c1CCCC2	-27%	-14%	5%	-5%	16%	6%	-0.1%	-0.23	2.5	0.49	0.68	6.7%
COc1ccc(NC(=O)CN2CC=C(c3ccccc3)CC2)cc1S(=O)(=O)N1CCOCC1	-36%	-31%	12%	21%	13%	6%	0.0%	-0.21	-0.19	-0.23	0.081	0.1%
CCCCC/C=C\C/C=C\C/C=C\C/C=C\CCCC(=O)Nc1ccc(O)cc1	12%	-10%	-8%	51%*	6%	0%	-0.5%	x	x	x	x	-1.5%
Cc1cc(OC(=O)N(C)C)nc2c1c(C)nn2C	6%	-4%	-1%	5%	-2%	1%	-0.1%	0.37	-0.25	-0.068	-0.051	0.1%
C=Cn1ccnc1P(=S)(c1nccn1C=C)C1CCCCC1	-22%	6%	16%	-4%	-7%	19%	-0.1%	0.34	-0.35	0.28	-0.2	3.7%
CCCCc1ncc(CN2CCCC(C(=O)c3ccc(SC)cc3)C2)[nH]1 (stereo unspecified)	-14%[20 µM]	-3%	15%	17%	20%	7%	0.2%	0.42	-0.37	-0.44	1.1	9.1%
CCCC(=O)c1c(O)[nH]c(=O)[nH]c1=O	23%	-22%	5%	u	-16%	7%	0.0%	-0.22	-0.18	0.021	-0.065	-6.1%
Cc1cccc(N2C(=O)/C(=C/c3ccc(CN(CCC#N)S(C)(=O)=O)o3)C(=O)NC2=S)c1	2%	-14%	6%	-7%	30%	16%	0.3%	-0.81	-0.26	-0.12	1.1	0.2%
O=c1[nH]c(=S)n(Cc2ccc(F)cc2)c(O)c1/C=N/N1CCCCC1	21%	17%	28%	-21%	-38%	2%	0.1%	-0.4	-0.3	-0.5	1.5	1.7%
COc1ccc(-n2c(-c3ccccc3[N+](=O)[O-])nc3ccccc3c2=O)cc1	-31%	-13%	-12%	9%	x	x	0.0%	x	x	x	x	-0.8%
O=C1CSC2N1CCNC21CCCCC1 (stereo unspecified)	-32%	-9%	-7%	1%	5%	6%	0.2%	-0.062	-0.21	0.055	-0.051	19%
Cc1ccc(S(=O)(=O)NCC2CCC(C(=O)N3CCC4(CC3)OCCO4)CC2)cc1 (stereo unspecified)	-12%	-19%	3%	-3%	-9%	4%	-0.1%	0.12	-0.2	0.44	-0.78	1.3%
Cc1ccc(C(=O)NC(=C(Cl)Cl)S(=O)(=O)c2ccc(C)cc2)cc1	12%	2.5µM*	15µM*	2%	3%	4%	-0.2%	-3	0.64	-2.4	0.57	10%
Cc1[nH]c2ccccc2c1/C=N/O	-37%	9%	-5%	-7%	0%	-5%	-0.3%	-0.27	-0.17	-0.026	1.3	-4.2%
O=C1NC(=O)N(c2ccccc2F)C(=O)/C1=C/c1ccc(Oc2ccc([N+](=O)[O-])cn2)cc1	-18%	0%	6%	14%	4%	7%	-0.4%	-0.85	-0.33	-0.39	0.99	-3.7%
CC(C)(C)n1cc(C(=O)c2ccc3ccccc3c2O)cn1	7%	11%	4%	7%	-1%	0%	-0.5%	0.7	-0.21	0.28	-0.071	1.6%
Cc1cccc2c(CCN)c[nH]c12	-11%	-22%	13%	5%	-4%	-5%	0.1%	-0.31	-0.043	-0.11	0.13	-3.5%
O=P(O)(O)Oc1ccccc1P(=O)(c1ccccc1)c1ccccc1	3%	1%	4%	14%	x	x	-0.1%	x	x	x	x	-2.0%

Next part.
SMILES	KOR beta-arrestin-1	NOD1 NF-kB reporter	HEK293 NOD2/NF-kB	AID2073	M17LAP inhibition	P. falciparum M1AAP	GPR55 beta-arrestin	Dynein transport	Dynein transport cytoplasmic EGFP	Dynein transport nuclear GR-EGFP	Dynein transport cell count	KOR beta-arrestin-2
COc1c(C)cc(C(=O)C2CCCN(Cc3cnc(C)s3)C2)cc1C (stereo unspecified)	-13%	-13%	2%	-9%	-1%	7%	0.1%	-0.09	-0.3	-0.24	0.28	0.6%
C[N+]1=C(/C=C/Nc2ccccc2)C(C)(C)c2ccccc21	-4%	20%	10%	3%	16%	7%	-0.1%	-0.76	-0.19	-0.42	0.31	5.2%
Fc1ccccc1N1CCN(Cc2ccc3c(c2)OCO3)CC1	-12%	-7%	-21%	0%	-9%	6%	-0.6%	-0.73	-0.22	0.04	0.41	-3.2%
CC(=Nc1ccc2c(c1)CCC2)c1c(O)n(C)c(=O)n(C)c1=O	19%	7%	-7%	0%	x	x	0.3%	x	x	x	x	7.9%
CC(=O)Nc1ccc(OC(=O)N(C)c2ccc(C)cc2)cc1	-18%[20 µM]	-6%	10%	7%	x	x	0.9%	x	x	x	x	-0.5%
Cc1cc(C)c(-n2c(O)c(/C=N/N3CCCCC3c3cccnc3)c(=O)[nH]c2=O)c(C)c1 (stereo unspecified)	18%	-14%	12%	-4%	2%	10%	0.1%	-0.77	-0.14	-0.33	0.017	-2.5%
O=[P+](Cc1ccccc1)Cc1ccccc1	19%	-16%	-6%	-11%	47%	2%	-0.2%	-0.59	-0.25	-0.37	0.83	1.2%
Cc1cc(/C=C2\C(=O)NC(=O)N(c3cccc(F)c3)C2=O)c(C)n1-c1cc(C(=O)O)cc(C(=O)O)c1	-2%	-47%	3%	13%	32%	10%	-0.2%	0.16	-0.17	0.8	-0.72	-4.7%
CCOc1ccc(-c2cc(C)[n+](CCc3ccc(OC)c(OC)c3)c(-c3ccc(OCC)cc3)c2)cc1	2%	27%	59%*	2%	x	x	-0.2%	x	x	x	x	-0.8%
CC(NCc1ccc(Cl)c(Cl)c1)C(O)c1ccccc1 (stereo unspecified)	2%	-10%	-6%	1%	2%	-1%	0.1%	-1.1	-0.24	-0.44	0.016	-1.7%
Cc1nc2nc(C)c(CCC(=O)N3CCC4(CC3)OCCO4)c(C)n2n1	13%	22%	12%	18%	0%	3%	-0.1%	-0.29	-0.22	0.06	0.42	-3.2%
CN(C)C(=O)Oc1ccc2nnc3ccnn3c2c1	22%	-6%	7%	26%	x	x	-0.1%	x	x	x	x	-5.3%
C/C=C/CC1(CC)C(=O)NC(=S)NC1=O	5%	-15%	-6%	-4%	-2%	-3%	0.4%	0.14	-0.27	-0.34	0.89	3.6%
CCOC(=O)N1CCN(C(C)C(=O)c2c[nH]c3ccccc23)CC1 (stereo unspecified)	21%	-15%	4%	0%	-5%	-4%	0.6%	2.1	-0.3	0.83	-0.36	-0.4%
O=[N+]([O-])c1ccc(-[n+]2c(-c3ccccc3)cc(-c3ccccc3)cc2-c2ccccc2)cc1	14%[20 µM]	-9%	-7%	-2%	x	x	0.3%	x	x	x	x	-0.8%
N/C(=N\[N+](=O)[O-])N1CCN(C(=O)c2ccccn2)CC1	-15%	-2%	-3%	11%	x	x	-0.1%	x	x	x	x	3.7%
CCOC(=O)C(=O)NC1CCSC1=O (stereo unspecified)	1%	-13%	2%	10%	27%	-2%	-0.1%	-0.67	-0.17	-0.11	0.8	2.1%
O=c1[nH]c(=S)n(-c2ccccc2)c(O)c1/C=N/N1CCCCC1c1cccnc1 (stereo unspecified)	27%	-6%	16%	-24%	10%	5%	0.0%	-0.44	-0.25	0.18	-0.14	6.7%
CC12CCCCC1N(O)CN2O (stereo unspecified)	6%	-11%	6%	-2%	5%	3%	-0.1%	-0.041	0.82	-0.043	0.18	-4.9%
Clc1ccccc1CN1CCN(c2ccccc2)CC1	24%	6%	0%	-5%	-4%	-9%	-0.1%	-0.55	1.1	0.028	0.51	0.0%
CCCCc1nc2ccccc2c(=O)n1-c1ccccc1O	5%	3%	19%	u	15%	10%	-0.1%	1.1	-0.28	0.55	-0.75	-3.5%
c1cc2c(cc1CCNC1CCCCCC1)OCO2	2%	-13%	-36%	-1%	4%	-3%	0.0%	1	-0.25	0.38	0.68	-4.3%
Cc1ccc(-n2c(O)c(C=NCCC3=CCCCC3)c(=O)[nH]c2=O)cc1	-19%	-29%	4%	-16%	-12%	6%	0.1%	-1	-0.24	-0.56	0.29	3.2%
COc1ccc(CNC(C)Cc2cccs2)cc1 (stereo unspecified)	-37%	-40%	-18%	-1%	-2%	1%	-0.3%	-0.71	-0.34	-0.2	0.77	2.8%
COc1nc(NC(C)C)nc(NC(C)C)n1	22%	-6%	9%	18%	-5%	0%	-0.2%	2.7	-0.016	2.3	-2	-8.3%

This is a subset (hit frequency here may not be typical).
